HIV fusion peptide = inhibitors of HIV fusion peptide binding, primary screen, biochemical, uHTS, fluorescence dequenching (AID 1986); cell-free peptide binding, fluorescence dequenching, 30 min; higher % means a stronger effect; one-dose inhibition, % at 20 µM; IC50 in µM for titrated hits; 0.3% of 290,000 active; in the data active = inhibition mostly above about 52%, no sharp cut-off; inactive = mostly below about 76%; note: some results filed as inactive read as strong as hits
Dengue-2 NS5 capping = flavivirus cap methylation enzyme inhibition – biochemical, confirmation dose response, primary screen (AID 588689). inhibition, % at 25 µM, or IC50 in µM where a hit was titrated. Dengue-2 NS5 methyltransferase capping enzyme assay, biochemical; higher % means a stronger effect. 0.3% of 340,000 active; in the data active = a potency from the dose series; inconclusive = inhibition above about 29% without an active follow-up result
SIAH1 antagonists = blockers of Siah-1 interaction with plectin peptide – biochemical, fluorescence polarization, rhodamine-plectin, uHTS, primary screen (AID 1817) | Siah-1 / rhodamine-plectin peptide fluorescence polarization; higher % means a stronger effect | displacement, % at 20 µM, or IC50 in µM where a hit was titrated | 0.02% of 290,000 active;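 active = displacement of at least 50% at 20 µM, with a fluorescence ratio check between 0.3 and a set limit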;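 note: plate controls were Siah plus tracer with DMSO for no effect and tracer alone without Siah for full effect; strong numbers were not always called active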
Myeloid diff 2 = compounds promoting myeloid differentiation; ER-HoxA9 myeloid progenitors, lysozyme-GFP differentiation, flow cytometry; calls only at 10 µM; 1% of 360,000 active; AID 624256;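 active = normalized GFP-positive differentiation at or above the plate's own cutoff, the solvent-only control mean plus 3 SD; inconclusive = no clear call, values can overlap the other calls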;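 note: cells exposed to compound for four days before flow analysis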
XIAP antagonists = XIAP antagonists, biochemical, IAP family, fluorescence polarization (AID 1018); displacement, % at 20 µM, or IC50 in µM where a hit was titrated; XIAP BIR domain, fluorescence polarization peptide displacement; higher % means a stronger effect; 0.007% of 200,000 active; in the data active = displacement above about 50%; note: a part of the inactive calls stands beside numbers as strong as those of hits
AID2073 = disruptors of CaV2.2 binding to Mint1 – biochemical, HTRF (AID 2073); HTRF protein-protein interaction, Mint1-CaV2.2; higher % means a stronger effect; 0.19% of 290,000 active; one-dose inhibition, % at 20 µM; IC50 in µM for titrated hits; in the data active = inhibition mostly above about 51%, no sharp cut-off; inconclusive = no clear call, values can overlap the other calls; inactive = mostly below about 53%; note: some results filed as inactive read as strong as hits
Lipid droplet = hepatic lipid droplet formation modulation; AML12 mouse hepatocytes, oleate lipid droplets, BODIPY imaging; inhibition, % at 6.5 µM; 0.4% of 240,000 active; AID 1656;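 active = lipid droplet intensity inhibited by at least 50%, with more than 500 cells counted; inconclusive = wells with under 300 cells, treated as cytotoxic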
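Material: mouse AML12 hepatocyte cell line, fixed after treatment; Timing: compound with oleate, overnight; Technique: high-content imaging of BODIPY-stained droplets and DAPI nuclei; Probe or stimulus: oleate, 100 µM final; Dosing: compound at 6.5 µM only.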
HEK293 NOD2/NF-kB = NOD2 signaling inhibitors, cell-based, luminescence, uHTS, HEK293 (AID 1566); HEK293 NOD2/NF-kB luciferase reporter, luminescence; higher % means a stronger effect; inhibition, % at 4 µM; hits with a dose series show EC50 in µM; 0.63% of 290,000 active; note: many of its hits are not listed in these tables
LYP phosphatase = inhibitors of LYP phosphatase, biochemical, fluorescence intensity, uHTS (AID 1779); recombinant LYP phosphatase, fluorescence intensity; higher % means a stronger effect; inhibition, % at 11.5 µM; hits with a dose series show IC50 in µM; 0.054% of 290,000 active;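 note: plate controls were vehicle with enzyme for no effect and no enzyme for full effect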
Lipid droplet cells 6.5 µM = further read-out of Lipid droplet, marked with its call; cell count; measured here: cell count, cytotoxicity flag;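 cells counted across two imaged fields per well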
Dengue-2 NS5 capping pilot replicate = recorded beside Dengue-2 NS5 capping, whose call it bears; inhibition, %; measured here: pilot screen replicate inhibition
Myeloid diff 2 GFP+ MAC1+ % = recorded beside Myeloid diff 2, whose call it bears; GFP+ MAC1+ double positive, %; measured here: differentiation confirmed by MAC1 staining
Starred values were filed as active, the others as inactive; i = inactive; ? = inconclusive; / = no result given. Cut-off read from the data, not from the text of the source, unless noted: active = inhibition above about 50%; inactive = the rest. Some of the compounds tested. The share of hits here may be higher or lower than overall.

SMILES | HIV fusion peptide | Dengue-2 NS5 capping | SIAH1 antagonists | Myeloid diff 2 | Myeloid diff 2 GFP+ MAC1+ % | XIAP antagonists | AID2073 | Lipid droplet | Lipid droplet cells 6.5 µM | HEK293 NOD2/NF-kB | LYP phosphatase | others
Nn1c(Cc2cccc3ccccc23)nnc1SCCOc1ccc(F)cc1 | -2.2% | 2% | 6% | i | 0.4 | 1.3% | 2% | -2 | 661 | 11% | -7%
O=C(NCC1CCCN(C(=O)NCc2ccccc2)C1)c1ccc2c(c1)OCO2 (configuration not stated) | 0.0% | -3% | -1% | i | 0.4 | -2.0% | -8% | -9 | 719 | -1% | -12%
COc1ccc(-c2nnc3n2-c2ccccc2SC3)cc1OC | 0.9% | -6% | 1% | i | 0.8 | -3.1% | -5% | / | / | 8% | -11%
Cc1cc(=O)[nH]c(N/N=C/c2c(F)c(F)c(F)c(F)c2F)n1 | -1.1% | -2% | 2% | i | 0.5 | / | 2% | / | / | 19% | -5%
CC1N(C(=O)N2CCOCC2)CCN1S(=O)(=O)c1cccc(C(F)(F)F)c1 (configuration not stated) | 1.0% | -5% | 6% | i | 0.2 | / | 10% | 0 | 812 | -9% | -7%
Cc1cc(C)cc(NC(=O)Nc2ccc(Cl)cn2)c1 | 3.4% | 3% | 14% | ? | / | -2.0% | 25% | -35 | 680 | 7% | -2%
COc1ccc(CN2CCc3ccccc3C2)cc1Br | -1.5% | -6% | 2% | i | 0.5 | / | 10% | -5 | 811 | -7% | -10%
Cc1cc(C)c(N2C(=NC(=O)CCCC(=O)O)SC3CS(=O)(=O)CC32)c(C)c1 (configuration not stated) | 2.6% | -5% | 1% | i | 0.6 | -4.4% | -6% | / | / | 28% | -5%
CC1(C)Cc2c(cnn2-c2ccc(F)cc2)C(NC(=O)CCCN2CCCCC2=O)C1 (configuration not stated) | 0.9% | 3% | 4% | i | 0.6 | / | 6% | -16 | 666 | -2% | -3%
CC(CCN(C)C)OC(=O)c1ccc(C(C)c2ccccc2)o1 (configuration not stated) | -1.0% | -4% | -4% | i | 2.9 | 0.2% | -11% | / | / | 18% | -10%
O=S(=O)(Nc1cc(Sc2cccc3cccnc23)c(O)c2ccccc12)c1ccccc1 | 11% | / | 21% | / | / | -7.8% | 69%* | -12 | 614 | 96%* | 43%
O=C1CC(c2ccco2)c2ccc3ccccc3c2N1 (configuration not stated) | -1.0% | 0% | 0% | i | 0.7 | -3.8% | 4% | / | / | -2% | 0%
NC(=O)c1ccc(NS(=O)(=O)c2ccc3ccccc3c2)cc1 | -0.6% | 2% | -1% | i | 0.6 | / | 13% | 12 | 802 | -4% | -7%
COc1ccc(NC(=O)C23CC4CC(C2)CC(n2cnc(Br)n2)(C4)C3)c(C)c1 | -2.4% | -2% | -3% | i | 6.6 | -6.7% | 9% | / | / | 13% | -8%
Cc1ccc(-c2nc(CN3CCN(C(=O)C4CCCO4)CC3)cs2)cc1 (configuration not stated) | 0.2% | -3% | -2% | ? | / | / | 6% | -2 | 684 | 47% | -8%
O=C(CCc1ccc(S(=O)(=O)NCCc2ccccc2)cc1)NCc1ccc2c(c1)OCO2 | 3.6% | -10% | 0% | i | 1.4 | -4.4% | 11% | -3 | 712 | -85% | 4% | Dengue-2 NS5 capping pilot replicate=0.1
O=C(NCCc1ccc(Cl)cc1)c1ccc2c(c1)OCCO2 | 0.3% | -7% | -6% | i | 0.1 | / | 11% | 1 | 831 | -117% | -8% | Dengue-2 NS5 capping pilot replicate=0.9
O=S(=O)(Nc1cccc2nsnc12)c1ccccc1 | -2.4% | -1% | -2% | i | 6.1 | -3.0% | -3% | 15 | 780 | 14% | -3%
O=C1CCC(=O)N1c1ccc(NCCc2ccccc2F)c([N+](=O)[O-])c1 | 3.2% | -10% | 24% | i | 0.1 | -3.4% | 4% | -19 | 666 | 3% | -5%
CCC(=O)N1CCN(c2nc(-c3ccccc3)c3c(c2C#N)CCCC3)CC1 | -0.6% | 0% | 2% | i | 7.7 | -2.5% | 3% | 10 | 746 | 6% | -2%

Four records drawn at random from those above:
SMILES | HIV fusion peptide | Dengue-2 NS5 capping | SIAH1 antagonists | Myeloid diff 2 | Myeloid diff 2 GFP+ MAC1+ % | XIAP antagonists | AID2073 | Lipid droplet | Lipid droplet cells 6.5 µM | HEK293 NOD2/NF-kB | LYP phosphatase | others
O=S(=O)(Nc1cccc2nsnc12)c1ccccc1 | -2.4% | -1% | -2% | i | 6.1 | -3.0% | -3% | 15 | 780 | 14% | -3%
COc1ccc(NC(=O)C23CC4CC(C2)CC(n2cnc(Br)n2)(C4)C3)c(C)c1 | -2.4% | -2% | -3% | i | 6.6 | -6.7% | 9% | / | / | 13% | -8%
O=C(NCC1CCCN(C(=O)NCc2ccccc2)C1)c1ccc2c(c1)OCO2 (configuration not stated) | 0.0% | -3% | -1% | i | 0.4 | -2.0% | -8% | -9 | 719 | -1% | -12%
NC(=O)c1ccc(NS(=O)(=O)c2ccc3ccccc3c2)cc1 | -0.6% | 2% | -1% | i | 0.6 | / | 13% | 12 | 802 | -4% | -7%

More records.
SMILES | HIV fusion peptide | Dengue-2 NS5 capping | SIAH1 antagonists | Myeloid diff 2 | Myeloid diff 2 GFP+ MAC1+ % | XIAP antagonists | AID2073 | Lipid droplet | Lipid droplet cells 6.5 µM | HEK293 NOD2/NF-kB | LYP phosphatase | others
CC(C)c1nnc(NC(=O)c2nc(S(=O)(=O)Cc3ccccc3F)ncc2Cl)s1 | 3.5% | / | -2% | / | / | / | 15% | -20 | 638 | 11% | -6%
COc1ccc(C(C(=O)NC2CCCC2)N(C(=O)c2snc(C(N)=O)c2N)c2ccccc2OC)cc1OC (configuration not stated) | -0.3% | -10% | 4% | i | 0.5 | / | 14% | -2 | 792 | -5% | -1%
O=C(/C=C/c1ccco1)Nc1cccc(S(=O)(=O)N2CCOCC2)c1 | 11% | -14% | 12% | i | 0.2 | -3.7% | 14% | 13 | 670 | 12% | 4%
Cc1cc(C)cc(SCc2noc(C(=O)NC(C)C)c2C(=O)O)c1 | 5.7% | 6% | 1% | i | 1.4 | -6.4% | -2% | / | / | -21% | -7%
CC(=O)Nc1ccc(NC(=O)CN(c2ccc(F)cc2)S(=O)(=O)c2ccc3c(c2)OCCO3)cc1 | 2.7% | -7% | 0% | i | 7.8 | -2.9% | 0% | 16 | 780 | 4% | -3%
CCOC(=O)C1C(=O)N(C(=O)c2cncc(Br)c2)CC1c1ccccc1 (configuration not stated) | 2.6% | -9% | 2% | i | 2.0 | -3.9% | 4% | / | / | -13% | -4%
COc1ccc(/C=C/C(=O)NC(=S)NNC(=O)Cc2cccs2)cc1 | 5.2% | 1% | -7% | i | 1.2 | -1.8% | 24% | 8 | 792 | -7% | 9%
COC(=O)c1c(C)oc2ccc(N(C(=O)c3ccncc3)S(=O)(=O)c3ccccc3)cc12 | 2.4% | / | 2% | i | 0.8 | -5.5% | -7% | / | / | 34% | -2%
O=C(O)c1ccc2c(c1)C(=O)N(Cc1ccccc1)C2=O | 0.5% | -1% | 0% | i | 0.5 | -0.4% | 0% | -7 | 700 | -5% | 4%
COc1cccc(C2N(c3cccc(Cl)c3)C(=O)C3CCCN32)c1 (configuration not stated) | 24% | -1% | 2% | i | 3.0 | -3.5% | 0% | / | / | 19% | -9%
COC(=O)c1cc(C)nc(N)c1C#N | 0.8% | 2% | 3% | i | 0.9 | -4.0% | ? | 0 | 754 | 9% | -17%
CCN(CC)S(=O)(=O)c1ccc(F)c(C(=O)NCCCN2CCOCC2)c1 | -1.8% | -5% | -5% | i | 4.9 | -5.6% | 3% | 3 | 721 | -10% | -7%
O=C(NCc1ccc2c(c1)OCO2)C1Cc2ccccc2CN1C(=O)c1ccco1 (configuration not stated) | -2.3% | 9% | 2% | i | 0.2 | -1.6% | 5% | -1 | 731 | 12% | -3%
NC(=S)NNc1cc(Cl)cc(Cl)c1 | 3.3% | 2% | 2% | i | 0.2 | -2.7% | -18% | 8 | 746 | -44% | -6%
COC(=O)c1c(C)c[nH]c1C | 2.1% | 3% | -2% | i | 5.4 | -3.0% | -14% | -9 | 725 | 6% | -8%
COC(=O)CCC(=O)OC1(C)C(=O)C=C2C=C(C3CC3)N(CCN3CCOCC3)C=C2C1=O (configuration not stated) | 3.5% | 8% | -3% | i | 1.3 | / | -5% | 2 | 686 | -21% | -8%
O=C(c1ccc(OC2CCN(CCc3ccccc3)CC2)cc1)N1CCCC(O)C1 (configuration not stated) | -0.4% | 3% | 14% | i | 0.1 | -3.0% | 8% | -5 | 638 | 12% | -9%
Cc1ccc2c(Cl)cc(Cl)c(OCC(=O)O)c2n1 | 2.4% | -3% | 1% | i | 0.6 | -4.1% | 12% | 3 | 675 | 14% | -6%
COc1ccccc1NC(=O)NC1CCCCCCC1 | -1.4% | -2% | 4% | i | 3.3 | / | 8% | 23 | 709 | -2% | -4%
O=C(O)CC(CC(=O)N1CCN(C(=O)c2ccco2)CC1)c1ccccc1 (configuration not stated) | -0.7% | 4% | -5% | / | / | / | 6% | 11 | 855 | 9% | -8%
CC(C)N1CC(COc2ccc(Cl)cc2Cl)OC1=O (configuration not stated) | 3.2% | -5% | 2% | i | 0.3 | / | 3% | -8 | 852 | 2% | -8%
COCCCNC(=O)c1cn(C)c(=O)c2c1c1ccccc1n2C | -0.2% | -3% | 0% | i | 1.0 | / | 11% | -3 | 800 | 8% | -12%
COc1ccc(CCC(=O)Nc2cccc(S(=O)(=O)N(C)C)c2)cc1OC | -0.6% | -5% | -5% | i | 0.6 | -5.0% | 0% | 1 | 612 | 14% | -6%
O=C(c1ccccc1)N1CCCC(C(=O)N2CCCCCC2)C1 (configuration not stated) | -1.3% | 3% | 1% | i | 1.2 | -2.1% | 2% | / | / | -10% | 0% | Dengue-2 NS5 capping pilot replicate=1.2
COc1cc(Nc2ccccc2Cl)c([N+](=O)[O-])nc1[N+](=O)[O-] | -1.0% | 1% | 2% | i | 3.9 | -1.3% | -7% | 9 | 780 | 3% | -4%
CCOc1ccc(NC(=O)CC2C(=O)N(CC)C(=S)N2NC(=O)c2ccncc2)cc1 (configuration not stated) | -1.5% | -2% | 6% | i | 0.6 | / | -4% | -8 | 720 | 4% | -6%
O=C(Nc1ccccc1C(=O)OCn1nnc2ccccc2c1=O)c1ccco1 | 1.6% | -4% | 0% | i | 0.7 | -9.3% | -7% | / | / | 1% | 5%
Cc1ccc(N2C(=O)c3ccc(C(=O)N4CCN(c5cccc(C)c5C)CC4)cc3C2=O)cc1 | 0.2% | -1% | 7% | i | 0.7 | -3.0% | 4% | 1 | 733 | 14% | 0%
CCOCCCNC(=O)C1CCCN1C(=O)NC1CCCCC1 (configuration not stated) | 1.0% | 2% | 0% | i | 0.3 | -5.3% | 0% | 14 | 762 | -2% | -3%
O=c1cnn(Cc2ccc(F)cc2)c2ccccc12 | -2.1% | 2% | 0% | i | 0.3 | / | 10% | / | / | 11% | -4%
CC(C)c1cc(C(=O)N2CCN(C(c3ccccc3)c3ccccc3)CC2)no1 | 5.2% | -5% | 6% | i | 0.2 | -3.5% | 3% | 3 | 778 | 16% | 14%
